Screens (PubChem)
Rtt109 Vps75: C. albicans Rtt109 histone acetyltransferase inhibition; actives 0.16% (n = 330,000); Q5AAJ8; inhibition, % at 34.9 µM; purified Rtt109/Vps75, ThioGlo CoA-SH fluorescence, 4 h;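 active = inhibition of at least 50% in every replicate; inconclusive = best replicate reaches 50% inhibition but some replicates fall short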
Target sequence (Q5AAJ8 whole entry, looked up): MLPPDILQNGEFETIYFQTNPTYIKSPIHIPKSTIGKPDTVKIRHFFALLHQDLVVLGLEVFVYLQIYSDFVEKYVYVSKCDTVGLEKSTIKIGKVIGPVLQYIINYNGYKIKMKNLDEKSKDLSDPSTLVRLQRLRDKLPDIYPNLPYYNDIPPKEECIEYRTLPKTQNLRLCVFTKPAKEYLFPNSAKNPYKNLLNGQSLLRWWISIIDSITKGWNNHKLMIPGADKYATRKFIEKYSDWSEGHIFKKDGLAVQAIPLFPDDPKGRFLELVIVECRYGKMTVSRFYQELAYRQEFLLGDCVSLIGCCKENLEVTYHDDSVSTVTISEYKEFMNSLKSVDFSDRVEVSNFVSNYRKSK
cardiac RTF act: increases calcium sensitivity of human cardiac regulated thin filaments; actives 0.24% (n = 340,000); activation, % at 7.2 µM; IANBD-labeled TnC RTF fluorescence at EC20 calcium; 0% EC20 calcium, 100% full calcium; AID 493008;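 active = activation above the mean over all tested compounds plus 3 SD, cut at about 30% in these data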;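 note: rise in fluorescence read as greater calcium sensitivity of cardiac thin filaments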
SR-BI HDL uptake: mouse SR-BI HDL lipid transfer inhibition. Q61009. ldlA[mSR-BI] CHO cells, DiI-HDL uptake fluorescence, 3 h. inhibition, % at 12.5 µM. actives 0.96% (n = 320,000). AID 488896;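 active = mean replicate inhibition of at least 70% and a set share of replicates each scoring 70 or more; inconclusive = meets just one of the two criteria; inactive = fails both criteria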;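 note: 0% = median of neutral control wells and 100% = median of positive control wells; values of inactives mirror those of a sister screen read the other way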
CDK5 inh: inhibitors of human CDK5/p35 kinase. Q00535+Q15078. inhibition, % at 10 µM. actives 0.01% (n = 330,000). AID 488839. Recombinant CDK5/p35, ADP-Glo luminescence, 60 min;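 active = highest replicate inhibition of at least 50% and at least 75% of replicates reaching 50%; inconclusive = only one of the two criteria met; inactive = both criteria failed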;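 note: plate controls were DMSO neutral control for no effect and GW8510 at 10 µM for full effect; many of its hits are not listed in these tables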
MITF act: increases MITF-driven TRPM1 promoter luciferase signal. AID 588334. SK-MEL-5 TRPM1-promoter luciferase, 24 h; % of positive control, neutral wells = 0. activation, % at 12.5 µM. actives 0.75% (n = 300,000);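 active = mean activation of at least 80% with every replicate also reaching 80%; inconclusive = mean reaches 80% but some replicate falls short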;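 note: 0% = neutral control wells and 100% = parthenolide positive control wells; values of inactives mirror those of a sister screen read the other way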
Wnt bcat act: activates Wnt/beta-catenin signaling in a reporter cell assay; activator, plate reader; activation, % at 9.35 µM; actives 1.2% (n = 300,000); AID 743398; in the data active = activation above about 30%, passing the limit was not always enough; inconclusive = no clear call, values can overlap the other calls;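 note: 0% = neutral control wells and 100% = positive control wells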
dFosB act: enhances mouse delta FosB homodimer DNA binding; P13346; purified delta FosB, TAMRA-CDK5 oligo fluorescence polarization; percent of positive-control signal above neutral wells; activation, % at 25 µM; actives 0.99% (n = 340,000);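 active = mean activation above about 17%, with every replicate also reaching it, limit read from the data, passing the limit was not always enough; inconclusive = only one of the two conditions met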;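 note: fluorescence polarization rise as delta FosB binds a TAMRA Cdk5 AP-1 oligo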
Target sequence (P13346 whole entry, looked up): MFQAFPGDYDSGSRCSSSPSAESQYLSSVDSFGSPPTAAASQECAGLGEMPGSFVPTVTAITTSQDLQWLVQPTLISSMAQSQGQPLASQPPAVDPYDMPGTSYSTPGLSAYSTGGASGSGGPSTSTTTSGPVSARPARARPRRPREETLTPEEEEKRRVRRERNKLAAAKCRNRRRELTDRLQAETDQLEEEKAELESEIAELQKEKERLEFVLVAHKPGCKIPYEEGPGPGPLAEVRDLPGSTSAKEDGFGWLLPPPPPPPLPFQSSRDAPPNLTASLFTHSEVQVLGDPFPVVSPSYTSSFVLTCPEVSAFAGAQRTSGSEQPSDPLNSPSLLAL
SR-BI uptake up: activators of SR-BI mediated HDL lipid uptake | actives 0.096% (n = 320,000) | CHO ldlA[mSR-BI] cells, DiI-HDL uptake fluorescence, 3 h; 100 = double the neutral-control signal | AID 504775 | activation, % at 12.5 µM;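 active = mean replicate activation of at least 60% and every replicate at or above 60%; inconclusive = mean or all-replicate condition met, but not both; inactive = mean below 60% and not all replicates reaching 60%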;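 note: 0% = median plate neutral-control signal and 100% = twice that signal; values of inactives mirror those of a sister screen read the other way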
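System: CHO ldlA[mSR-BI] cells / Medium: HEPES-buffered (25 mM, pH 7.4) F12 plus 0.5% BSA / Probe or stimulus: labelled HDL, 10 µg/mL / Doses: single compound concentration, delivered by pin transfer / Schedule: 3 h, 37 °C / Measured by: DiI fluorescence, bottom read / Measure: cell-associated DiI fluorescence as measure of HDL uptake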
HTR5A ag: activates human HTR5A in OPRM1-OPRD1 agonist counter-screen; P47898; HTR5A agonist assay, luminescence, cell-based; activation, % at 9.3 µM; actives 0.61% (n = 340,000); in the data active = activation mostly above about 9.5%, no sharp cut-off; inactive = mostly below about 7.6%;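 note: 0% = cells with vehicle only and 100% = reference agonist; strong numbers were not always called active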
PvdQ inh: P. aeruginosa PvdQ acylase inhibition | purified PvdQ acylase, fluorescence plate reader | inhibition, % at 10 µM | actives 0.063% (n = 340,000) | AID 488965; in the data active = inhibition above about 30%, passing the limit was not always enough; inconclusive = no clear call, values can overlap the other calls;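 note: 0% = vehicle neutral wells and 100% = reference inhibitor wells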
Numbers without * were called inactive; ? = inconclusive; . = no result given.

1	O=C(c1ccc(CS(=O)(=O)c2ccc(Br)cc2)o1)N1CCN(c2ccc(F)cc2)CC1
2	O=C(c1cc(=O)[nH]c2ccccc12)N1CCc2ccccc2C1
3	Cc1ccc(S(=O)(=O)CCC(=O)OCC(=O)NC(N)=O)cc1
4	COC(=O)c1ccc(NS(=O)(=O)c2cc3c4c(c2)CCN4C(=O)CC3)cc1
5	COc1ccccc1-c1nc2ccccc2nc1-c1ccccc1OC
6	CC(C)CCOc1ccc(C2=NNC(=O)CC2)cc1
7	Cc1ccc(NC(=O)CCNS(=O)(=O)c2ccc3[nH]c(=O)oc3c2)c(C)c1
8	CC(=O)c1cccc(N(CC(=O)N2CCCC2)S(C)(=O)=O)c1
9	COc1ccccc1C(=O)NNC(=O)c1ccncc1
10	O=C(CSc1ccc(Br)cc1)N1CCN(S(=O)(=O)c2ccccc2)CC1

screen / no.,1,2,3,4,5,6,7,8,9,10
Rtt109 Vps75,-1.3,-6.4,-5.3,-0.9,6.7,-2.9,-2.8,6.6,0.0,15.3
HTR5A ag,-1.3,0.7,6.2,2.9,2.1,6.9,-2.8,2.1,1.2,-1.4
Wnt bcat act,-0.4,-0.9,-0.7,1.5,-2.6,4.4,1.1,2.8,0.5,-0.7
SR-BI uptake up,-29.8,10.2,.,9.4,-8.4,-8.2,8.6,24.9,12.4,22.5
SR-BI HDL uptake,29.8,-10.2,.,-9.5,8.4,8.2,-8.6,-24.9,-12.4,-22.5
PvdQ inh,-1.3,-15.7,-12.4,-5.3,-11.8,-8.0,-7.7,0.2,-8.3,-8.0
dFosB act,0.3,-2.7,4.4,-4.7,-11.2,-7.9,2.5,-1.6,3.0,-5.2
cardiac RTF act,-7.8,0.0,1.0,2.5,-6.3,1.0,0.4,-3.5,-0.1,-4.8
MITF act,5.3,-8.3,14.8,-4.3,15.2,15.9,-1.9,-3.1,.,3.1
CDK5 inh,1.6,1.2,0.6,0.2,0.1,-2.3,0.6,0.6,-3.7,-0.2

11	Cc1noc(C)c1COc1cccc(C(=O)OCC(=O)NC(=O)c2ccc(OC(F)F)cc2)c1
12	CN(CC(=O)N1CCN(Cc2ccccc2)CC1)C(=O)Cc1ccc(Cl)c(Cl)c1
13	COc1ccccc1NS(=O)(=O)c1cc(N/C(=N\S(=O)(=O)c2ccccc2)c2ccc(F)cc2)ccc1Cl
14	FC(F)c1nc2ccccc2[nH]1
15	N#Cc1c(N)c(C(=O)c2ccc(Br)cc2)n2c1CCC2
16	O=[N+]([O-])c1ccccc1COc1ccc(Cl)c2cccnc12
17	CN(CC(=O)Nc1ccccc1Br)C(=O)c1cc(S(=O)(=O)N(C)C)ccc1N1CCCC1
18	O=C(C1CCCC1)N1CCN(S(=O)(=O)c2ccc(Cl)cc2)CC1
19	Cc1occc1C(=O)N1CCN(c2ccc(Cl)cc2)CC1
20	NS(=O)(=O)c1ccc(SCc2ccccc2)nc1

screen / no.,11,12,13,14,15,16,17,18,19,20
Rtt109 Vps75,5.1,0.3,12.4,9.0,-0.8,9.0,-9.4,-3.2,1.7,4.1
HTR5A ag,-0.4,-1.4,3.7,-3.8,-3.6,0.9,-0.8,3.2,-3.5,5.3
Wnt bcat act,-2.1,-7.0,-1.6,0.1,1.4,40.7*,-0.8,-2.5,0.4,-4.5
SR-BI uptake up,11.3,.,2.7,22.5,-32.8,-57.9,34.1,28.4,5.2,-3.0
SR-BI HDL uptake,-11.3,.,-2.7,-22.5,32.8,57.9,-34.1,-28.4,-5.1,3.0
PvdQ inh,-10.2,-11.0,0.9,4.2,-1.8,-16.4,-1.5,-14.2,0.6,-12.4
dFosB act,-3.5,-8.3,-10.2,7.8,6.9,-4.6,-4.4,-0.1,-5.7,-2.5
cardiac RTF act,13.8,0.2,-8.2,-2.4,1.1,4.6,5.2,1.1,3.9,7.3
MITF act,2.5,3.6,-9.7,-1.7,-3.4,5.8,-2.8,0.2,1.2,15.2
CDK5 inh,-0.4,-3.3,-0.2,-0.3,-0.1,0.1,-0.8,0.1,0.1,0.5

21	Cc1ccc(-c2csc(N(CC3CCCO3)C(=O)c3ccco3)n2)cc1 (stereo unspecified)
22	COCCNc1c2c(nc3c(-c4ccccc4)c(C)nn13)CCC2
23	CC(=O)Nc1ccc(/C=N/NC(=O)CNC(=O)c2ccccc2)cc1
24	O=C(O)CC1NC(=S)N(c2ccccc2)C1=O (stereo unspecified)
25	C=CCC[C@@H](Cc1ccc(F)cc1)C(=O)OC[C@@H](C)NC(=O)[C@H](CC=C)CC(=O)N(CCO)Cc1ccccc1
26	CCOc1ccc(NC(=O)CC2C(=O)N(c3ccccc3)C(=O)N2CCOC)cc1 (stereo unspecified)
27	CC1CCCC(C)N1c1nnc(N)s1 (stereo unspecified)
28	CCc1c(C)nc(N2CCN(c3ccc(OC)cc3)CC2)[nH]c1=O
29	CC12CCC(=O)N1C(C(=O)Nc1ccc(SC(F)F)cc1)CS2 (stereo unspecified)
30	Cc1ccc(N(CCC#N)C(=O)COC(=O)c2cc(C)oc2C)cc1

screen / no.,21,22,23,24,25,26,27,28,29,30
Rtt109 Vps75,?,-10.8,-9.2,4.2,0.6,-5.7,2.2,-8.4,-5.7,14.3
HTR5A ag,7.3,-0.8,0.2,-1.0,7.0,4.4,5.0,9.3,3.8,2.9
Wnt bcat act,14.9,0.8,1.0,.,-0.2,0.0,-0.5,-0.5,0.6,-0.5
SR-BI uptake up,-46.9,-9.6,5.6,48.4,-1.3,18.0,1.4,-2.6,10.9,25.7
SR-BI HDL uptake,46.9,9.6,-5.6,-48.4,1.3,-18.0,-1.4,2.6,-10.9,-25.7
PvdQ inh,2.9,-15.2,-15.3,7.4,-13.5,-0.5,-6.2,-12.4,-10.1,-15.4
dFosB act,-10.7,-8.0,20.7*,-4.7,-3.4,-0.1,-0.2,4.9,-1.4,-2.4
cardiac RTF act,1.5,5.1,9.9,-3.1,0.2,8.9,2.2,-3.4,-1.4,-0.5
MITF act,9.2,.,-3.9,-11.4,-5.0,.,-5.7,-12.2,16.5,-1.6
CDK5 inh,-0.2,-1.5,0.6,1.1,-1.3,0.2,-0.5,1.7,0.0,-0.2

Look-ups from the entries so far:
CDK5 inh with compound 21 = -0.2
HTR5A ag with compound 28 = 9.3

Next structures follow.
31	CCCc1[nH]nc2c1C(CCC)C(C#N)=C(N)O2 (stereo unspecified)
32	CN(CCCS(=O)(=O)[O-])c1ccc(/C=C/c2ccc3ccccc3[n+]2C)cc1
33	CC1(C)CC(=O)c2cnc(NC(=O)c3ccco3)nc2C1
34	COc1ccccc1N1C(=O)CCC1(C#N)c1ccc(Br)cc1 (stereo unspecified)
35	CCc1ccc(NC(=O)COc2cccc(-n3cnnn3)c2)cc1
36	CCC(=O)N1CCN(c2ccc(NC(=O)COc3ccccc3[N+](=O)[O-])cc2)CC1
37	CCCC(=O)Nc1ccc(C(=O)COC(=O)C2CC2)cc1
38	COc1ccc(/C=C(\C#N)C(=O)OCC(=O)N2CC(C)OC(C)C2)cc1 (stereo unspecified)
39	CCN1CCN(S(=O)(=O)c2ccc(Cl)c(C(=O)N(C)Cc3ccc(C(C)(C)C)cc3)c2)CC1
40	O=C(CN1CCN(c2cccc(Cl)c2)CC1)N1CCCC1
41	CCCCC1C2C(=O)N(c3ccccc3)C(=O)C2ON1c1ccccc1 (stereo unspecified)
42	CC1CN(C(=O)CSc2nnc(C3CCCCC3)n2N)CC(C)O1 (stereo unspecified)

screen / no.,31,32,33,34,35,36,37,38,39,40,41,42
Rtt109 Vps75,6.7,2.5,-4.1,9.0,6.6,-6.6,4.3,-1.3,10.2,-1.4,0.9,1.0
HTR5A ag,-1.8,3.0,-3.6,3.1,-1.7,5.6,5.5,4.3,4.5,0.4,0.1,3.2
Wnt bcat act,2.7,-1.6,-0.1,-10.4,0.9,-4.6,48.3*,-0.8,-5.1,0.8,-0.1,-4.1
SR-BI uptake up,-6.5,1.9,20.0,45.2,.,.,6.5,29.0,-4.9,-2.6,17.3,-19.4
SR-BI HDL uptake,6.5,-1.9,-20.0,-45.2,.,.,-6.5,-29.0,4.9,2.6,-17.3,19.4
PvdQ inh,3.4,-3.8,-8.0,-12.1,4.1,-2.8,7.8,1.1,-1.9,-17.2,-1.3,-11.3
dFosB act,-3.8,1.7,5.0,-5.8,-15.1,-14.0,2.5,-6.0,-12.9,0.6,-8.8,-1.2
cardiac RTF act,-4.3,-7.6,2.6,0.6,0.6,-1.7,-2.3,5.5,0.9,-3.1,-0.7,1.2
MITF act,.,10.8,12.3,4.1,6.8,3.5,72.9,3.8,14.0,-3.0,-6.8,0.0
CDK5 inh,-0.1,-1.2,-1.5,-0.2,-0.6,-0.8,1.3,3.0,0.8,0.7,-0.3,-2.6

Structural class, the entries above containing a nitro group on carbon (2)
16	O=[N+]([O-])c1ccccc1COc1ccc(Cl)c2cccnc12
36	CCC(=O)N1CCN(c2ccc(NC(=O)COc3ccccc3[N+](=O)[O-])cc2)CC1

screen / no.,16,36
Rtt109 Vps75,9.0,-6.6
HTR5A ag,0.9,5.6
Wnt bcat act,40.7*,-4.6
SR-BI uptake up,-57.9,.
SR-BI HDL uptake,57.9,.
PvdQ inh,-16.4,-2.8
dFosB act,-4.6,-14.0
cardiac RTF act,4.6,-1.7
MITF act,5.8,3.5
CDK5 inh,0.1,-0.8
